MEP2 TOR yeast = modulators of TOR pathway MEP2-GFP in S. cerevisiae; S. cerevisiae MEP2-GFP strain, flow cytometry GFP, 3 h; 100% = DMSO control level; GFP response vs DMSO, % at 10 µM; 330,000 tested, 0.51% active;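 active = GFP response versus DMSO above a set limit, roughly screen mean plus 3 SD, cut at about 180% in these data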;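 note: median GFP fluorescence of the barcode-gated MEP2-GFP cells per well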
proCasp7 act = activates human procaspase-7, counter-screen for procaspase-3 activators; P55210; 330,000 tested, 0.093% active; activation, % at 8.5 µM; recombinant procaspase-7, Ac-DEVD-pNA absorbance 405 nm; D23A/D198A/D206A triple mutant, cannot self-cleave; scale: DMSO 0, 5 µM enzyme 100;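 active = percent activation above the screen-wide mean plus 3 SD, cut at about 25% in these data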
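buffer or medium = Zinc-free HEPES/NaCl buffer, pH 7.4 | material = Procaspase-7 triple mutant (PC-7 D3A) | input = 2 µM procaspase-7 mutant as dispensed | signal = Epi-absorbance of released pNA at 405 nm, two timepoints | timing = 1 h preincubation, 2 h reaction | replicates = singlicate compound testing | evaluation = % activation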
ZTA DNA inh = ZTA (EBV) inhibition in EBNA-1 counter-screen; P03206; ZTA-DNA binding, fluorescence polarization; inhibition, % at 11 µM; 320,000 tested, 0.15% active; AID 2234; in the data active = inhibition above about 33%
AHR activator = human AHR activation; AID 2796; activation, % at 5 µM; AHR-responsive luciferase reporter cells, luminescence; 320,000 tested, 2.5% active; in the data active = activation above about 47%;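 note: 0% = vehicle wells and 100% = reference agonist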
RPL19A TOR yeast = yeast TOR pathway RPL19A-GFP modulation; S. cerevisiae RPL19A-GFP strain, flow cytometry, 3 h; stronger effect = lower value; percent response vs DMSO, % at 10 µM; 330,000 tested, 0.3% active; AID 2025;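 active = percent response vs DMSO below 50%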;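 note: median channel GFP fluorescence of the barcoded RPL19A-GFP strain; ratio of sample median GFP to plate DMSO average so 100% = DMSO; lower means less RPL19A-GFP as with rapamycin TOR inhibition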
EBNA-1 inhibitor = blocks EBNA-1 binding to DNA; EBNA-1 DNA binding, fluorescence polarization; inhibition, % at 14.8 µM; 300,000 tested, 0.34% active; AID 1950; in the data active = inhibition above about 28%
LAP4 TOR yeast = alters LAP4-GFP fluorescence in TOR pathway yeast screen; 320,000 tested, 0.34% active; AID 2023; S. cerevisiae LAP4-GFP multiplex, flow cytometry GFP, 3 h; median GFP as percent of DMSO wells; GFP response vs DMSO, % at 10 µM;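 active = GFP response vs DMSO above a set limit, about the screen mean plus 3 SD, cut at about 150% in these data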
procasp3 activ = activators of human procaspase-3; P42574; recombinant procaspase-3 D3A, Ac-DEVD-pNA absorbance 405 nm; activation, % at 8.5 µM; 330,000 tested, 0.11% active;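 active = activation above the mean of all tested compounds plus 3 SD, cut at about 21% in these data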;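 note: 0% = DMSO alone and 100% = DMSO wells spiked with extra 5 µM PC-3 D3A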
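System: Procaspase-3 D3A mutant. Medium: Zinc-free 300 mM NaCl, 50 mM HEPES, 0.01% Triton X-100. Schedule: 1 h preincubation plus 2 h reaction at 25 °C. Measured by: 405 nm absorbance of p-nitroaniline, reads at 0 and 120 min. Read-out: percent activation relative to control range.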
* marks the source's active call; other numbers are inactive results; · = not tested or not shown.

The opening four entries as a preview:
SMILES	MEP2 TOR yeast	proCasp7 act	ZTA DNA inh	AHR activator	RPL19A TOR yeast	EBNA-1 inhibitor	LAP4 TOR yeast	procasp3 activ
CC1CCCCC1NC(=O)COc1cccnc1[N+](=O)[O-] (stereo not given)	119.1	3.9	·	-0.4	104.4	·	105.0	-10.9
O=C(O)c1ccccc1N(c1ccccc1)c1ccccc1	90.7	1.3	30.0	-1.8	98.1	19.8	92.5	-10.8
Cc1ccc(S(=O)(=O)N2CCOCC2)cc1C(=O)N1CC(C)CC(C)C1 (stereo not given)	91.8	6.3	·	-0.6	93.7	·	96.0	-3.2
COc1ccc(CC(NC(C)=O)C(=O)NC2CCN(C(=O)c3ccccc3F)CC2)cc1 (stereo not given)	101.6	-0.5	4.5	0.6	109.5	-6.1	96.9	9.1

Results (from the top)
SMILES	MEP2 TOR yeast	proCasp7 act	ZTA DNA inh	AHR activator	RPL19A TOR yeast	EBNA-1 inhibitor	LAP4 TOR yeast	procasp3 activ
CC1CCCCC1NC(=O)COc1cccnc1[N+](=O)[O-] (stereo not given)	119.1	3.9	·	-0.4	104.4	·	105.0	-10.9
O=C(O)c1ccccc1N(c1ccccc1)c1ccccc1	90.7	1.3	30.0	-1.8	98.1	19.8	92.5	-10.8
Cc1ccc(S(=O)(=O)N2CCOCC2)cc1C(=O)N1CC(C)CC(C)C1 (stereo not given)	91.8	6.3	·	-0.6	93.7	·	96.0	-3.2
COc1ccc(CC(NC(C)=O)C(=O)NC2CCN(C(=O)c3ccccc3F)CC2)cc1 (stereo not given)	101.6	-0.5	4.5	0.6	109.5	-6.1	96.9	9.1
Cc1ccccc1C(=O)NCC(=O)OC1CCCCC1=O (stereo not given)	106.2	6.0	10.1	-1.9	101.4	3.1	109.1	-5.9
Cc1ccc(-c2nn(-c3ccccc3)cc2NC(=O)c2ccccc2)cc1	105.0	-4.4	5.0	0.3	100.5	10.6	96.5	9.1
Cn1cc(/C=C(\NC(=O)c2ccccc2)C(=O)NCCN2CCOCC2)c2ccccc21	90.7	-7.0	2.4	13.3	92.2	-2.3	95.8	-8.0
CS(=O)(=O)c1ccc(NCCc2ccccn2)c([N+](=O)[O-])c1	96.5	-4.2	-2.2	1.2	95.8	-5.3	112.6	10.3
CCC(=O)N(Cc1cc2cc(OC)ccc2[nH]c1=O)c1cccc(C)c1	97.5	7.7	-3.0	1.3	99.5	6.2	99.2	2.3
Cc1ccc(-c2nc3s/c(=C\c4ccco4)c(=O)n3n2)cc1	173.6	-10.7	-6.5	17.1	129.7	-5.4	131.9	-2.0
CCC(=O)NC(=S)NNC(=O)c1ccc([N+](=O)[O-])cc1	124.8	-4.9	-23.3	-2.7	97.0	0.9	104.0	-6.1
CC(CN1CCCCCC1)C(=O)NN (stereo not given)	96.3	8.9	3.9	-0.5	100.0	5.5	99.8	3.4
CCOC(=O)c1c(C)n(CC(COC(C)=O)OC(C)=O)c2ccc(OC(C)=O)cc12 (stereo not given)	101.0	-3.0	-8.2	5.3	98.8	4.4	89.8	6.5
Cc1ccc(NC(=O)COc2coc(CN3CCc4ccccc43)cc2=O)c(C)c1	90.5	1.6	-1.8	0.8	90.4	-8.0	108.6	-0.5
Cc1ccc(S(=O)(=O)N2CCOCC2)cc1C(=O)N1CCN(c2ccc(C(F)(F)F)cn2)CC1	98.4	14.7	·	-2.1	94.8	·	102.1	-3.7
N=C1/C(=C\c2ccc(SCc3ccccc3)o2)C(=O)N=C2SC=NN12	110.2	9.5	-0.3	1.0	104.8	4.3	97.6	-0.6
CCC(Cc1ccccc1)n1c(=S)[nH]c2ccccc2c1=O (stereo not given)	96.5	0.9	-4.6	2.8	94.0	1.7	113.2	-10.2
Nc1nc(-c2ccccc2)cc(-c2ccccc2O)n1	84.3	5.1	-2.7	81.6*	104.9	-2.5	93.8	19.5
CCCCn1c(N)c(N(CCC(C)C)C(=O)c2oc3ccc(OCC)cc3c2C)c(=O)[nH]c1=O	94.8	8.6	1.3	1.3	89.7	-1.2	99.8	10.5
COc1ccc(CN2CCCC(CO)(Cc3ccc(F)cc3)C2)cc1C (stereo not given)	109.6	-1.8	-7.2	-0.9	96.7	-2.1	92.9	-11.5
O=C(COC(=O)/C=C/c1cccc(Br)c1)NC1CC1	99.1	-2.6	12.6	0.7	112.0	·	93.1	-1.8
CCCCn1nnnc1NCc1ccc(C)s1	87.7	5.0	-0.3	2.0	89.0	-3.8	86.4	12.1
Cc1cc(/C=N/O)c(C)n1-c1ccccc1	96.7	4.3	-9.2	10.9	101.3	7.0	96.5	-4.5
CCOC(=O)c1sc(N)c(C(N)=O)c1C	101.3	-17.7	-9.6	2.2	101.3	0.9	102.5	-4.4
CC(=O)Nc1ccc(S(=O)(=O)N[C@@H](C)C(=O)NC2CCCc3ccccc32)cc1 (stereo not given in full)	94.7	14.0	·	10.3	94.5	·	96.1	0.9

More entries.
SMILES	MEP2 TOR yeast	proCasp7 act	ZTA DNA inh	AHR activator	RPL19A TOR yeast	EBNA-1 inhibitor	LAP4 TOR yeast	procasp3 activ
CCCC1C2C(=O)N(c3ccc(OC)cc3)C(=O)C2ON1c1ccccc1 (stereo not given)	110.7	6.2	-2.6	0.8	103.7	-2.4	100.2	4.5
O=C(NNc1ccccc1)C(=O)NNS(=O)(=O)c1ccc([N+](=O)[O-])cc1	107.0	-9.2	8.2	0.6	107.0	9.3	87.6	-0.5
O=C(NC1CCCCC1)[C@H](CSCc1ccccc1)N1Cc2ccccc2C1=O	101.0	5.2	-5.5	-1.2	98.6	4.2	96.2	5.3
Cc1ccc(N2C(=O)NC3(CCCCC3)C2=O)cc1	98.0	-0.8	10.1	4.1	98.7	-9.8	98.8	4.8
COc1ccccc1NC(=O)N1CCC(c2nc3cc(C)c(C)cc3[nH]2)CC1	93.9	6.7	-6.2	133.2*	97.2	-15.3	87.0	1.9
CCCCN(C)Cc1c(C)[nH]c2ccc(OCC)cc2c1=O	106.1	12.8	2.9	7.4	104.3	-8.6	102.3	10.4
Cc1cccc(NC(=O)[C@H](NC(=O)[C@@H]2Cc3ccccc3CN2)c2ccccc2)c1	106.8	-4.2	-1.4	5.7	103.0	-7.7	97.4	-0.3
Cc1cccc(N(C(=O)c2snc(C(N)=O)c2N)C(C(=O)NCc2ccccc2)c2ccncc2)c1 (stereo not given)	113.6	16.8	-3.5	4.1	103.0	-2.6	99.9	1.9
COC(=O)[C@@H](NC(=O)NCc1ccco1)C(C)C	98.8	0.4	-15.5	-3.5	100.5	-3.1	102.4	-6.9
CCCCN(CCCC)CC(O)COc1ccccc1Br (stereo not given)	103.1	5.4	-9.0	2.1	105.6	-4.0	103.8	2.5
C=CCOC(=O)C1=C(C)NC(C)=C(C(=O)OCC=C)C1/C=C/c1ccccc1	100.0	24.6	-9.6	13.0	95.6	-10.8	101.3	11.7
CSc1nnc(-c2cc(-c3ccc(C)cc3)nc3ccccc23)o1	97.4	-3.2	13.1	-5.9	99.2	7.6	105.7	3.6
O=C(/C=C/c1cccs1)Nc1ccc(N2CCOCC2)c(S(=O)(=O)Nc2ccccc2Cl)c1	93.4	2.9	11.3	4.9	100.6	5.9	91.2	6.7
CCOC(=O)C(CC(C)C)CP(=O)(O)CNC(=O)OCc1ccccc1 (stereo not given)	109.8	2.0	-21.2	4.3	103.0	-13.0	100.0	0.9
CCOC(=O)N1CCC(Nc2c(NCCN3CCN(c4ccccc4F)CC3)c(=O)c2=O)CC1	95.8	7.2	-0.3	-3.3	103.1	-6.0	97.7	3.9
CC1Sc2ccc(S(=O)(=O)CCC(=O)N3CCN(c4cccc(Cl)c4)CC3)cc2NC1=O (stereo not given)	104.2	-4.5	-11.1	3.9	96.8	-12.8	97.5	7.9
Cc1nc(SC2CC(=O)N(c3ccccc3)C2=O)n[nH]1 (stereo not given)	95.7	-33.2	-0.9	-1.8	97.9	-13.9	98.8	-29.9
CN(C)S(=O)(=O)c1cc(NC(=O)COC(=O)c2nc(Cl)ccc2Cl)ccc1Cl	98.9	-11.4	·	8.7	98.4	·	96.3	-14.8
O=C(/C=C/c1ccoc1)c1ccccc1O	102.6	6.5	2.3	-1.3	102.1	3.3	87.7	-1.2
CCCCC(CC)C(=O)Nc1ccc(S(=O)(=O)Nc2nccs2)cc1 (stereo not given)	102.3	5.1	-4.3	-0.1	102.5	-6.3	111.2	-8.3
c1nc(NCc2ccc3c(c2)OCO3)c2cc(-c3ccc4c(c3)OCCO4)ccc2n1	88.5	6.6	·	15.9	93.8	·	95.6	2.0
NC1=NC(=O)/C(=C/c2ccc(-c3ccc(S(N)(=O)=O)cc3)o2)S1	93.7	-5.5	37.3*	120.8*	97.0	10.5	102.6	-7.2
Cn1ccnc1SCCNC(=O)CCc1nnc(CCc2ccccc2)o1	107.2	3.1	1.4	-1.6	106.2	-5.3	99.0	-6.7
CCOC(=O)c1c(C)n(C)c2ccc(OC)c(NC(=O)CN3CCC4(CC3)OCCO4)c12	100.4	1.9	6.1	0.8	95.0	-8.5	94.0	3.4
CN(Cc1ccccc1)S(=O)(=O)c1ccc(NC(=S)NC(=O)C2CCCC2)cc1	103.7	3.5	2.2	2.4	97.3	-0.5	101.6	1.9

Following part
SMILES	MEP2 TOR yeast	proCasp7 act	ZTA DNA inh	AHR activator	RPL19A TOR yeast	EBNA-1 inhibitor	LAP4 TOR yeast	procasp3 activ
CCCC#CCN1CCN(C23CC4CC(CC(C4)C2)C3)CC1	96.1	-5.3	15.2	0.8	97.2	4.8	92.9	-5.1
O=C(O)COc1ccc(/C=N/NC(=O)c2cccc3ccccc23)cc1	104.8	9.6	-6.0	2.8	105.0	-0.5	93.3	6.9
Cc1nnc(SCc2nc3ccccc3nc2C)s1	103.6	1.6	-1.0	27.6	·	-4.1	101.1	-3.8
COc1ccc(CNC(=O)c2ccc3c(c2)N(C)C(=O)CS3=O)cc1 (stereo not given)	107.4	-17.2	-0.9	4.5	99.3	0.3	105.0	-25.7
COCCNC(=O)c1ccccc1NC(=O)c1ccccc1N(C)S(=O)(=O)c1ccc(C)cc1	107.1	3.2	9.8	4.4	105.3	2.2	98.2	-8.4
C[N+]1(CC2COC3(CCCCC3)O2)CCCCC1 (stereo not given)	105.3	2.0	-0.3	0.2	95.7	8.3	102.0	-10.3
O=C(COC(=O)c1ccc([N+](=O)[O-])o1)Nc1nc2ccccc2s1	98.7	-12.8	15.8	9.0	101.5	1.9	111.4	-4.5
Cc1nc2ncnn2c(C)c1CCC(=O)N1CCc2ccccc21	105.0	-1.8	7.4	4.2	99.7	-3.7	113.9	1.6
CCOc1ccc(C(=O)OCC(=O)Nc2cc(C)on2)cc1OCC	99.5	1.2	-21.2	-0.6	105.6	5.7	104.9	-0.5
CC(=O)c1cccc(NC(=O)CN(c2ccccc2F)S(C)(=O)=O)c1	100.5	13.6	6.2	0.0	99.2	4.5	95.3	-1.4
O=C(COc1ccc(Cl)cc1)Nc1nnc(S(=O)(=O)N2CCCCCC2)s1	102.2	-4.0	-4.6	-1.7	104.0	-2.1	103.3	-1.1
Cc1ccc(C)c(OCC(=O)N(Cc2nnc(-c3ccccc3Cl)o2)C2CC2)c1	96.5	4.5	12.2	0.0	98.0	-3.5	94.4	-1.0
CC/C(=N/NS(=O)(=O)c1ccc(Cl)cc1)c1ccc(O)cc1	97.8	11.6	9.4	6.5	104.8	1.9	86.7	-4.3
O=C(CN1C(=O)COc2ccccc21)NCCN1CCCC1	114.0	-0.6	-14.4	2.2	91.8	-0.8	94.5	4.4
